KDM5B inh = blocks human KDM5B histone demethylase activity; KDM5B demethylase, FDH-coupled NADH fluorescence (FDH is formaldehyde dehydrogenase); actives 2.6% (n = 220,000); AID 1347165; Potency, µM (doses to about 57.7 µM), inactives show at the highest dose activity change, negative = inhibition, actives largely listed as inhibitors; Q9UGL1; active means well fitted inhibition curve with a large enough effect; inconclusive means small, poorly fitted or top-dose-only effect; inactive means no such curve, though single readings can be large or run the other way; further: 0% is about no effect; nearly all actives have a fitted effect of over 70% in size
Target sequence (Q9UGL1 whole entry, looked up): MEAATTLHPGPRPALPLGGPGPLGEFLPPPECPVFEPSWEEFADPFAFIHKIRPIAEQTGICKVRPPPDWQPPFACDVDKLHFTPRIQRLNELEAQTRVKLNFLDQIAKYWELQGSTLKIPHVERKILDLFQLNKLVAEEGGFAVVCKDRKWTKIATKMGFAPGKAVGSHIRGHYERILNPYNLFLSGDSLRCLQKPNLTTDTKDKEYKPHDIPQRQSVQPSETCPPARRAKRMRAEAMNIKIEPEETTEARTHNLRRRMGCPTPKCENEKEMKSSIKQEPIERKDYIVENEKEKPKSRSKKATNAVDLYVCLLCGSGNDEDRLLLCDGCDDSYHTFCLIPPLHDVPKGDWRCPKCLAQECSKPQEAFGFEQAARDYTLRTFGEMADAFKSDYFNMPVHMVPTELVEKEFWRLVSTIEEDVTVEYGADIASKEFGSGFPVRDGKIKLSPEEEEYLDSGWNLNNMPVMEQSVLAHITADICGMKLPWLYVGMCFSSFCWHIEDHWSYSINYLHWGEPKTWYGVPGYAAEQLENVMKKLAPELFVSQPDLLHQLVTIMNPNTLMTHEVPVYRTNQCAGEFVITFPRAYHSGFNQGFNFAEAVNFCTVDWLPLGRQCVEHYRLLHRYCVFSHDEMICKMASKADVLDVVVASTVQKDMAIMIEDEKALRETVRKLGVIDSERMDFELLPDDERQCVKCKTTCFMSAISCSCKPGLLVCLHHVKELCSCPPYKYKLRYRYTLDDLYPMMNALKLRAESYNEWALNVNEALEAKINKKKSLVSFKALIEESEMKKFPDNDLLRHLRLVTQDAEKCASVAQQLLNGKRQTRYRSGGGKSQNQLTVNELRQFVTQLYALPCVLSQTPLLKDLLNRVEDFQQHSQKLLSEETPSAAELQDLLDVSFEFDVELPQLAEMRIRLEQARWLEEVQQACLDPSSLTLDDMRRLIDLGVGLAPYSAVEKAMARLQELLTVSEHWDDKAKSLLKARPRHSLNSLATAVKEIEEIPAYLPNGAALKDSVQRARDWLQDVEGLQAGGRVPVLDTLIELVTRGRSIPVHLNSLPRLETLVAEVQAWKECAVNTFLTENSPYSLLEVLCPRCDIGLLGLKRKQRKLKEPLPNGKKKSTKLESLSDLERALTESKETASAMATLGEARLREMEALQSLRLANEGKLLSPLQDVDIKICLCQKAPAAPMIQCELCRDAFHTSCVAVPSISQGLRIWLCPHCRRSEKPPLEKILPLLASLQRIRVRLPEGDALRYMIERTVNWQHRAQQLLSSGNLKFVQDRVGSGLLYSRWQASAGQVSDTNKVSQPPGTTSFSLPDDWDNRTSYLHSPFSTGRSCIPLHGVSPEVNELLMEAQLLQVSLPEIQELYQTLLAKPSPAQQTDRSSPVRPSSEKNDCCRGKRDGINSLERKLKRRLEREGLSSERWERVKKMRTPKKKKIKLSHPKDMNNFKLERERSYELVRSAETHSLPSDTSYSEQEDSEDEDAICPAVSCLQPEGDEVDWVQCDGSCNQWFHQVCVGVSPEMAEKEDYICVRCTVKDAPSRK
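KDM5BΔAP (200 nM final) in 50 mM HEPES pH 7.5, 0.01% Tween-20 was preincubated 10 min at RT with compound over a concentration range. Substrate mix (H3K4me3 12.5 µM, α-KG 25 µM, Fe²⁺, ascorbate, NAD⁺, FDH) was added, and NADH fluorescence change over 30 min gave dose-response curves.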
The depositor's hits bear a star; i = inactive; ? = inconclusive; & = joins results of further samples; [ ] = remark or other dose. Potency means the concentration at half of the fitted maximal effect.

KDM5B inh,molecule
7%,CCCSCCCNC(=O)c1cc2n(n1)CCCN(Cc1ccc(C)cc1)C2=O
9%[115 µM],Cc1cc(C)cc(-c2ccc(CN3C4CCC3CN(C(=O)c3ccncc3)C4)cc2)c1
6%,COc1ccc(CCC(=O)N2CCCCCNC(=O)[C@@H]3CCCC[C@@H]32)cc1
-9%,CS(=O)(=O)c1ccc(Cl)c(NC(=O)CSC(=S)N2CCCC2)c1
13%&4%,COc1ccc(CNC(=O)CN(c2ccccc2)S(=O)(=O)N(C)C)cc1
-8%,CC(=O)N1c2c(cc(Br)cc2S(=O)(=O)NCc2ccccc2Cl)CC1C (stereo not given)
4%,O=C(Nc1ccc(OC(F)(F)F)cc1)c1cc(=O)c2ccccc2o1
29%,O=C(CSC1=Nc2ccccc2C2=NC(CCC(=O)NC3CCCCC3)C(=O)N12)Nc1cccc(Cl)c1 (stereo not given)
?,CC(NC(=O)c1ccc(-c2ccco2)cc1)c1ccccc1 (stereo not given)
-9%,Cc1ccc2c(c1)cc(C(=O)NCCc1ccccc1)n2C
?,O=C(c1cnccn1)N1CCCC(Cc2nc(C3CCOCC3)no2)C1 (stereo not given)
12%,O=C(Nc1nnc(-c2ccccc2)o1)C1CCN(S(=O)(=O)c2cccc(C(F)(F)F)c2)CC1
6%,CCc1ccc(NC(=O)Cn2cnc3nc4c(cc3c2=O)CCCC4)cc1
?,CN1CCN(c2ncc3c(n2)CCN(Cc2ccccc2Cl)C3)CC1
-10%,COc1ccc(C(=O)N2CCCCCCN(C)C(=O)[C@@H]3CCC[C@@H]32)cc1
20%,CC(=O)N1CCC(Cc2ccc(C(=O)NCCCn3cccn3)cc2)CC1
-21%,COc1ccc(CCNC(=O)Cn2cc(S(=O)(=O)Cc3ccccc3Cl)c3ccccc32)cc1OC
?,CCOC(=O)N1CCc2c(sc(NCc3ccc(N(C)C)cc3)c2C(=O)Nc2ccc(OC)cc2)C1
17%,CC1CCN(C(=O)c2ccccc2OCC2CCCNC2)CC1 (stereo not given)
9%,Cc1cc(C(=O)O)n[nH]1
?,COc1cncc(N2C[C@@H]3[C@H](C2)N(CCOc2ccccc2)C(=O)C(C)(C)[S+]3(=O)[O-])c1
-26%,Cc1ccc(C(c2sc3nc(-c4ccco4)nn3c2O)N2CCN(c3ccc(F)cc3)CC2)cc1 (stereo not given)
5%,CCn1nccc1C(=O)N1CCC2(CC1)CC(OCCOC)CCO2 (stereo not given)
-9%,CCCN1Cc2cccc(C(=O)Nc3ccc(C(C)=O)cc3)c2C1=O
3%[115 µM],O=C(c1ccc(C(F)(F)F)cc1)N1CCC2(CC(c3cccnc3)=NO2)C1 (stereo not given)
?,COCC(=O)NC[C@H]1CCN(Cc2cc(C)nn2C)C[C@H]1N(C)C
17%,Cc1ccnc(-n2c(SCC(=O)N3CCCC3=O)nc3ccccc3c2=O)c1
-16%[86.2 µM],CC1=C[C@@H](CC#N)[C@H](C(C)C)C[C@H]1CC(=O)N(C)CCc1ccccn1
16%,CC(C)(C)NC(NC(=O)c1cccc(Cl)c1)C(Cl)(Cl)Cl (stereo not given)
15%,COC(=O)CNC(=O)Cn1ccc2cc(Cl)ccc21
21%,O=C(Nc1ccccc1C(F)(F)F)C12CC3CC(CC(Cl)(C3)C1)C2
-1%,COc1ccc2cc(CNC(=O)c3nn(C)c(=O)c4ccccc34)ccc2c1
-29%,Cc1ccc(-c2ccccc2)n1-c1cccc(C(=O)O)c1
17%,CCn1c(-c2ccccc2)nn(CC(=O)NCc2ccsc2)c1=O
?,Cc1c(S(=O)(=O)c2ccc(F)cc2)c(N)n(Cc2cccnc2)c1C
5%[86.2 µM],O=C(NCc1ccncc1)[C@@H]1C[C@@H](c2ccc(F)cc2)N(CCOc2ccccc2)C1
15%,COC(=O)CCNC(=O)N1CCc2[nH]cnc2C1c1ccc(OC)cc1F (stereo not given)
15%,N#Cc1ccc(-c2ccc(OCc3ccccc3C#N)cc2)cc1
-2%,COc1cc2c(cc1OC)-c1c(c(C(=O)Nc3cccnc3)nn1-c1ccc(Cl)cc1)C2
4%[149 µM],O=C1NCCN1C1CCN(S(=O)(=O)c2ccccc2)CC1
-1%,CC(C(=O)N1CCn2nc(Cc3ccccc3)cc2C1)c1ccc(O)cc1 (stereo not given)
-17%[86.2 µM],O=C1[C@@H]2C[C@@H](O)CN2C2(CN(Cc3cccc(F)c3)C2)C(=O)N1Cc1ccccc1F
?,CC(=O)N1CCC(C(=O)NCC2CCN(c3cc(-c4ccc(C)cc4)[nH]n3)CC2)CC1
?,O=S(=O)(NCC(c1ccco1)S(=O)(=O)c1ccccc1)c1cc(F)ccc1F (stereo not given)
?,Cc1cc(C)cc(C(=O)NCCc2sc(-c3ccc(F)cc3)nc2C)c1
-13%,COc1ccc(CNC(=O)c2ccc3c(c2)N(Cc2cccc(Cl)c2)C(=O)c2ccccc2S3)c(OC)c1
7%,Cn1nc(C(=O)NCC23CCCC=C2NC(=O)CC3)c2ccccc21 (stereo not given)
-15%[86.2 µM],Cc1ccc(CN2C(=O)[C@@H]3C[C@@H](O)CN3C3(CN(CC(C)C)C3)C2=O)o1
-17%,O=C(c1nnc(CNC2CC2)n1-c1ccccc1)N1CCC[C@@H]1C(c1ccccc1)c1ccccc1
20%,O=C(/C=C/c1cccc([N+](=O)[O-])c1)OCCCC(=O)c1ccc(F)cc1
5%,Cn1cnc(C(=O)N2CCC(N(Cc3ccccc3)C3CCOCC3)CC2)c1
-1%,COc1ccc(S(=O)(=O)N2CCN(Cc3nc4cc(C(=O)N5CCCCC5)ccc4o3)CC2)cc1
15%,CCCCn1nnnc1CSc1nnc(-c2cccc(C)c2)n1-c1ccccc1
-7%,Cc1cc(NC(=O)c2ccco2)cc(-c2nc3cc(C(C)C)ccc3o2)c1O
8%,O=C(O)C(c1c[nH]c2ccccc12)N1CCN(Cc2cccs2)CC1 (stereo not given)
16%,CCOc1ccc(S(=O)(=O)NCCO)cc1

Continued:
KDM5B inh,molecule
-12%,Cc1ccccc1C(=O)N1CCCC(c2nn(-c3ccc(Cl)cc3)c(=O)[nH]2)C1 (stereo not given)
12%,O=C(NCC1CC1)C1Cn2cccc2C(=O)N1Cc1cccnc1 (stereo not given)
-16%,COc1ccc(N=Cc2c(O)c3ccccc3n2C(C)=O)cc1
-21%,Oc1ccc(-c2nc(C3CC3)nc3c2CCN(Cc2cccc4ccccc24)CC3)cc1
-6%,Cc1cc(NC(=O)CN2C(=O)CSc3ccc(S(=O)(=O)N(C)C)cc32)ccc1Br
10%,CCCCCCCCN1CCS(=O)(=O)N(Cc2ccc(C)cc2)C(C(=O)OC)C1 (stereo not given)
9%,COc1ccc(Cn2c(=O)c3sccc3n(CC(=O)NCc3ccccc3)c2=O)cc1
?,Cn1c([C@H]2CCN(Cc3ccc4c(c3)OCO4)C2)nc2ccccc21
28µM*,CC(C)CN(C)C(=O)c1cc(-c2cnn(C(C)C)c2)nc2cc(F)ccc12
11%,O=C(CNc1ccc(F)cc1)N1CCN(S(=O)(=O)c2ccc3ccccc3c2)CC1
-13%,Cc1noc(C)c1Cc1ccc(C(=O)NCC23CCCC=C2NC(=O)CC3)o1 (stereo not given)
?,Cc1cccc(CN2CCC3(CC2)CC2C(=O)NCCN2C3)c1 (stereo not given)
?,Cc1ccc(N2CCN(C(=O)c3noc(-c4ccc5c(c4)OCO5)n3)CC2)c(C)c1
?,CCCC(=O)n1nc(NCc2ccc(OCC)cc2)nc1NCc1ccc(OCC)cc1
?,COc1nc2nc(CCc3ccccc3)n(C)c2cc1-c1ccncc1
-10%,CCOCCCNC(=O)c1c(OCC)cc(=O)n2c1CCCCC2
-19%,O=C(NC1CCS(=O)(=O)C1)c1n[nH]c(=O)c2ccccc12 (stereo not given)
-29%,CC1=NS(=O)(=O)N(C)C=C1C(=O)OCc1nc(-c2cccc(Cl)c2)no1
14%,CC(C)C(=O)NC1CCN(c2cnn(C)c(=O)c2)CC1
?,CCCc1ncncc1C(=O)N(CCO)Cc1nccn1C
-21%,O=S(=O)(NCC(c1ccco1)S(=O)(=O)c1cccs1)c1ccccc1 (stereo not given)
-11%,CNC(=O)NC(=O)CN(C)C1CCCCCC1
-23%,Cc1cccc(Cl)c1CNC(=O)c1c(C)noc1-c1ccccc1Cl
17%,Cc1ccc(N(C(C)C(=O)NCc2ccccc2)S(C)(=O)=O)cc1C (stereo not given)
?,COc1ccc(-n2c(=O)c3c4c(sc3n(Cc3ccc(F)cc3)c2=O)CN(C(C)=O)CC4)c(OC)c1
3%,CCCOc1ccc(C2c3c(-c4ccccc4O)n[nH]c3C(=O)N2Cc2ccncc2)cc1OCC (stereo not given)
-9%,CNc1nc(C(=O)N2CCC3(CCCN(CCOC)C3=O)C2)cs1 (stereo not given)
-33%[86.2 µM],Cc1ccc(S(=O)(=O)Cc2noc([C@@H]3C[C@@H](O)CN3Cc3cccnc3)n2)cc1
-2%,C[C@]1(O)CCN(C(=O)c2cc(-c3ccsc3)n[nH]2)C[C@@H]1O
-21%,Cn1cc(CCC(=O)N[C@@H]2CCOC[C@H]2Oc2ccc(C(=O)O)cc2)cn1
?,Cc1ccc2cccc(NC(=O)c3ccc(-c4cc(Cl)ccc4Cl)o3)c2n1
-4%,Cc1ccc(-c2cnc(C3CC3)o2)cc1S(=O)(=O)Nc1cccc(C#N)c1

Quoted at random: two records from the list.
KDM5B inh,molecule
3%,CCCOc1ccc(C2c3c(-c4ccccc4O)n[nH]c3C(=O)N2Cc2ccncc2)cc1OCC (stereo not given)
?,COc1ccc(-n2c(=O)c3c4c(sc3n(Cc3ccc(F)cc3)c2=O)CN(C(C)=O)CC4)c(OC)c1

(list continues)
KDM5B inh,molecule
11%,CCOc1ccc(CNC(=O)c2cc3n(n2)CC(C)(C(=O)NC2CCCC2)N(CC)C3=O)cc1 (stereo not given)
-5%,O=C(OCC(=O)N1CCc2ccccc21)c1ccc(Cl)c([N+](=O)[O-])c1
1%,Cc1cc(C)cc(NC(=O)Cn2nnc(C(=O)NCc3ccccc3Cl)c2N)c1
6%,Cc1oc(-c2ccccc2)nc1C(=O)NCCN1CCOCC1
-20%,COc1ccc(NC(=O)CSc2c3c(nc4ccccc24)CCC3)cc1Cl
-25%,CN1CCCC2(CCN(c3ccc(C#N)cn3)C2)C1=O (stereo not given)
?,O=C1NCCCCCCN(CC2CCCCC2)[C@H]2CCC[C@@H]12
-14%,COc1ccc2cc(C(=O)N3CC(N(Cc4cccnc4)S(C)(=O)=O)C3)[nH]c2c1
-9%,Cc1ccc(CN2C(=O)CC(c3ccc(Cl)cc3)c3c(C)nn(-c4nc(C)cc(C)n4)c32)cc1 (stereo not given)
-13%,CCOC(=O)c1ccc(CN(Cc2ccccc2)S(=O)(=O)c2ccc(Cl)cc2)cc1
28µM*,CCNc1ncc(C(=O)N[C@H](C2CCNCC2)C2CC(O)C2)cn1 (stereo not given in full)
?,COC1CN(C2CCN(C(=O)c3cnccn3)CC2)C12CCOCC2 (stereo not given)
i,CCOC(=O)c1[nH]c2ccccc2c1NC(=O)c1cc(OC)cc(OC)c1
32%,CCCC(C)N1CC2(CCN(C(=O)c3ccc(C(C)=O)s3)CC2)OC1=O (stereo not given)
-34%,Cc1ccc(NC(=O)CCC(=O)N2CCSc3ccccc32)cc1
29%,O=C(CN1C(=O)c2ccccc2C1=O)Oc1ccc(Cl)cc1

Exported as comma-separated lines: 15 of the compounds above.
mol,KDM5B inh
O=C(OCC(=O)N1CCc2ccccc21)c1ccc(Cl)c([N+](=O)[O-])c1,-5%
Cc1cc(C)cc(NC(=O)Cn2nnc(C(=O)NCc3ccccc3Cl)c2N)c1,1%
Cc1oc(-c2ccccc2)nc1C(=O)NCCN1CCOCC1,6%
COc1ccc(NC(=O)CSc2c3c(nc4ccccc24)CCC3)cc1Cl,-20%
CN1CCCC2(CCN(c3ccc(C#N)cn3)C2)C1=O (stereo not given),-25%
O=C1NCCCCCCN(CC2CCCCC2)[C@H]2CCC[C@@H]12,?
COc1ccc2cc(C(=O)N3CC(N(Cc4cccnc4)S(C)(=O)=O)C3)[nH]c2c1,-14%
Cc1ccc(CN2C(=O)CC(c3ccc(Cl)cc3)c3c(C)nn(-c4nc(C)cc(C)n4)c32)cc1 (stereo not given),-9%
CCOC(=O)c1ccc(CN(Cc2ccccc2)S(=O)(=O)c2ccc(Cl)cc2)cc1,-13%
CCNc1ncc(C(=O)N[C@H](C2CCNCC2)C2CC(O)C2)cn1 (stereo not given in full),28µM*
COC1CN(C2CCN(C(=O)c3cnccn3)CC2)C12CCOCC2 (stereo not given),?
CCOC(=O)c1[nH]c2ccccc2c1NC(=O)c1cc(OC)cc(OC)c1,i
CCCC(C)N1CC2(CCN(C(=O)c3ccc(C(C)=O)s3)CC2)OC1=O (stereo not given),32%
Cc1ccc(NC(=O)CCC(=O)N2CCSc3ccccc32)cc1,-34%
O=C(CN1C(=O)c2ccccc2C1=O)Oc1ccc(Cl)cc1,29%

More structures.
KDM5B inh,molecule
-13%,C=CCC1Cc2ccccc2C(CC=C)N1 (stereo not given)
?,CC(NC(=O)/C(C#N)=C/c1ccc([N+](=O)[O-])o1)c1ccccc1 (stereo not given)
?,Cc1ccc(-c2cnc(CCC(=O)Nc3cccc(Cl)c3)o2)cc1C
2%,COc1ccc(C2Cn3nnc(-c4noc(C5(c6ccccc6)CC5)n4)c3CO2)cc1 (stereo not given)
-3%,CNC(=O)c1ccc(CN(C)CCc2cccs2)cc1
?,O=C(Nc1ccc2oc(-c3ccccc3)nc2c1)c1ccco1
-18%,CN(C)c1cc(N2CCCC(NC(=O)c3ccco3)C2)ncn1 (stereo not given)
4%,CCN(Cc1ccccc1)C(=O)Cn1c(=O)c2c(ncn2C)n(C)c1=O
11%[11.5 µM],COc1cc(NC(=O)c2cc(-c3cccs3)on2)c(OC)cc1Cl
-12%,CC(C)/C=C/CN1CCC(Oc2ccc(C(=O)N3CCCC3)cc2)CC1

Screening data from PubChem.

This is a subset, so the mix of outcomes need not match the whole.
